HCMV antiviral: qHTS Assay for inhibitors of the human cytomegalovirus (HCMV); HFF cells, HCMV-luciferase reporter, 72 h; active compounds read low; activity change, negative = inhibition, % at 57.5 µM; 410,000 tested, 4.5% active; in the data active means activity change below about -60%; inconclusive means no clear call, values can overlap the other calls; inactive means above about -39%
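HFF cells seeded 16 h at 37C, treated with compounds, infected with luciferase-reporter HCMV at MOI 1 PFU/cell; luciferase read at 72 h post infection, normalized to buffer-only and Salinomycin controls.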
HCV inhibitor: qHTS Assay for Inhibitors of Hepatitis C Virus (HCV); Huh7.5.1 HCVcc-Cre infection, luciferase reporter, 44 h; Potency, µM (top dose mostly 41.8 µM), for the others: at the top dose activity change, negative = inhibition, hits mostly inhibitors; 340,000 tested, 3.4% active; AID 651820, 2012; further: potency means the concentration at half of the fitted maximal effect
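Cells seeded at 1,000/well and cultured 4 h, then compounds added followed by HCVcc-Cre virus (~0.5 moi). After 44 h further culture, luciferase substrate was added, plates held 15 min at room temperature, and luminescence read for 15 sec.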
AMA1 RON2 block: qHTS for Inhibitors of AMA1-RON; Towards Development of Antimalarial Drug Lead: Primary Screen. 360,000 tested, 0.2% active. AlphaScreen AMA1-biotinylated RON2 peptide binding. Plasmodium falciparum AMA1 (3D7) - RON2 peptide interaction. Potency, µM (doses to about 58.2 µM), inactives show at the top dose activity change, negative = inhibition, hits mostly inhibitors;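 further: potency means the concentration at half of the fitted maximal effect; 0% = vehicle wells and -100% = peptide control; nearly all actives have a fitted effect of over 45% in size; some results filed as inactive show a strong effect at the top dose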
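AMA1 (3D7) with his tag at 25 nM final met compounds first, then biotinylated RON2 peptide at 25 nM; detection used donor plus acceptor beads, 10 µg/mL apiece, read by AlphaScreen after 30 min at room temperature.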
FBPA Giardia inh: qHTS Assay for Inhibitors of Fructose-1,6-bisphosphate Aldolase from Giardia Lamblia | purified Giardia FBPA | Potency, µM (doses to about 59.6 µM), without a hit: at the top dose activity, negative = inhibition, most hits filed as inhibitors | 290,000 tested, 0.71% active; further: potency means the concentration at half of the fitted maximal effect; nearly all actives have a fitted effect of over 55% in size
Target sequence (A8B2U2 whole entry, looked up): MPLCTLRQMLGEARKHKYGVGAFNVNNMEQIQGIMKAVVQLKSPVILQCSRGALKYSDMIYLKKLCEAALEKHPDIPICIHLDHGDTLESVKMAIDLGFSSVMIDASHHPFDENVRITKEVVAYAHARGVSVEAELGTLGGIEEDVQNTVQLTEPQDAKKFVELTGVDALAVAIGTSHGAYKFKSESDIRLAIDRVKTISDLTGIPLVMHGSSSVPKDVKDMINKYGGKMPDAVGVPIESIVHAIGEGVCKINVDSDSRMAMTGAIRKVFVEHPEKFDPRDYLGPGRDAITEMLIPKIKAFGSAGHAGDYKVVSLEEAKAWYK
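40 nM FBPA preincubated 10 min at RT with compound (up to 57.5 uM final), then substrate plus GAPDH/TPI/NAD/arsenate coupling and diaphorase/resazurin added. Fluorescence read after 20 min at RT, 525/598 nm.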
Sm TGR block: qHTS Assay for the Inhibitors of Schistosoma Mansoni Peroxiredoxins; purified TGR, DTNB reduction, TNB absorbance 405 nm; Schistosoma mansoni thioredoxin glutathione reductase (TGR), Q962Y6; Potency, µM (series often up to 114 µM), inactives show at the highest dose activity change, negative = inhibition, most hits filed as inhibitors; 360,000 tested, 3% active; further: potency means the concentration at half of the fitted maximal effect; nearly all actives have a fitted effect of over 60% in size
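First, TGR (20 nM dispensed) and NADPH were mixed with compound. Second, a 15 min room-temperature incubation followed. Third, further NADPH and then DTNB were added to start the reaction. Finally, TNB absorbance was monitored kinetically.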
AmpC detergent: qHTS Inhibitors of AmpC Beta-Lactamase (assay with detergent) | P00811 | AmpC hydrolysis of nitrocefin, absorbance 480 nm, 0.01% Triton | Potency, µM (top dose mostly 114 µM), for inactives: at the top dose activity change, negative = inhibition, actives largely listed as inhibitors | 370,000 tested, 0.041% active | AID 485294, 2010;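 further: potency means the concentration at half of the fitted maximal effect; 0% = no-compound wells and -100% = no-enzyme wells; nearly all actives have a fitted effect of over 25% in size; some results filed as inactive show a strong effect at the top dose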
Target sequence (P00811 whole entry, looked up): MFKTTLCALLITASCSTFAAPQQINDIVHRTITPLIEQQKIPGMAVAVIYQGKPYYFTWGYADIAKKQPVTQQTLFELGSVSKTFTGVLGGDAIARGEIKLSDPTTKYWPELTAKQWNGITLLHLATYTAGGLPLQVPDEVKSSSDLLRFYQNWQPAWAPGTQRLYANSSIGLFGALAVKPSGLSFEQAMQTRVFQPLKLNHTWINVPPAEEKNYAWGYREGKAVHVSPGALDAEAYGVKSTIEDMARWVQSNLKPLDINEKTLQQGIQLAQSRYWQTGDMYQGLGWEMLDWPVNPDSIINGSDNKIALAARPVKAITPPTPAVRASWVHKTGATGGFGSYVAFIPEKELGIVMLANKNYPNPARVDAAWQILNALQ
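AmpC (5.3 nM in the dispensed reagent) in 20 mM phosphate pH 7.0 with 0.01% (detergent screen) or 0.0001% Triton X-100 was preincubated with compounds for 15 min at room temperature. Nitrocefin was then added from an 800 uM solution, and hydrolysis was followed at 480 nm.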
An asterisk follows results filed as active; ? = inconclusive; / = no result given; & = joins results of further samples; [ ] = remark or other dose. Unless noted, the call rests on the fitted dose curve; in most records, active means well fitted curve in the direction sought with a large enough effect; inconclusive means small, poorly fitted or top-dose-only effect, or another doubt; inactive means no such curve, though single readings can be large; an effect the other way counts as inactive or inconclusive. Unless noted, on the % scale 0 is the no-effect control and ±100 the full control effect.

SMILES | HCMV antiviral | HCV inhibitor | AMA1 RON2 block | FBPA Giardia inh | Sm TGR block | AmpC detergent
N#CC(c1ccc(Cl)cc1)c1ccc(Cl)nn1 (configuration not stated) | -82* | 2% | -8% | -14% | -6% | -4%
COC(=O)CCC(=O)N1CCc2cc(S(=O)(=O)N3CCc4ccccc43)ccc21 | ? | -6% | 1% | 1% | -4% | -18%
N#Cc1c(N)nc2c(c1-c1ccncc1)CCCCCC2 | -19 | 10% | 18% | / | / | /
Cc1cc(C)cc(N2C(=O)NC(=O)/C(=C\C=C\c3ccco3)C2=O)c1 | -99* | ? | -12% | 0% | ? | -5%
Cc1ccc(Cl)c(OCCN2CCc3ccccc3C2)c1 | 17 | 10% | 3% | ? | -14% | ?
Cc1cc(OCCn2cnc3ccccc3c2=O)cc(C(C)C)c1 | 10 | -23% | -8% | -5% | -3% | 2%
CC(=O)Nc1ccc(C(=O)N/N=C/C2CC3C=CC2C3)cc1 (configuration not stated) | 56 | -2% | 24% | -5% | 63%[activator] | -2%
CCOC(=O)c1cc(-c2ccccc2)n(-c2cccc(C(=O)NC(C)CC)c2)c1C (configuration not stated) | ? | / | / | / | 14% | 2%
Clc1cccc(N2CCN(c3nnnn3-c3ccccc3)CC2)c1 | ? | -22% | 16% | 5% | 0% | 5%
Cc1csc(NC(=O)C2CCCN2C(=O)OCC(C)C)n1 (configuration not stated) | -36 | 14% | 0% | 3% | 0%[11.4 µM] | 2%
N/C(=N\OC(=O)CCCCCN1C(=O)c2ccccc2C1=O)c1ccccc1 | 5 | 6% | 65%[activator] | -2% | -3% | 1%
CCOC(=O)NC(=O)CSc1nnnn1-c1ccc(C)cc1 | 31 | 13% | 9% | 6% | 1% | -8%
COc1ccc(C(C)NC(=O)CN(c2cc(OC)ccc2OC)S(=O)(=O)c2ccccc2)cc1 (configuration not stated) | -7 | / | / | / | 3% | -6%
COC(=O)c1ccc(C)c(NC(=O)Cn2cnc3ccccc3c2=O)c1 | -6 | 8% | 12% | 1% | ? | 0%
O=C(NCc1ccccc1)C1CCC(CNc2c(N3CCCCC3)c(=O)c2=O)CC1 (configuration not stated) | 101 | -10%[8.37 µM] | 2% | 2% | -9% | ?
O=C(Nc1ccc(Br)cc1)c1ccc(N2C(=O)C3CC=CCC3C2=O)cc1 (configuration not stated) | -35 | -17% | 12% | 4% | 0% | 0%
CCOC(=O)c1sc(NC(=O)c2cccc(S(=O)(=O)N(CC)CC)c2)cc1C | 27 | ? | -7% | 1% | 3% | ?
O=C(O)c1ccccc1NS(=O)(=O)c1cccc2nsnc12 | 4 | 13% | -2% | -23% | 4% | -6%
CCOc1ccc(CNC(=O)CCC(=O)n2nc(C)c3ccccc32)cc1 | 88 | -1% | 2% | / | -21% | 5%
Cc1ccc(OCC(=O)N/N=C/c2c[nH]c3ccccc23)c([N+](=O)[O-])c1 | -36 | ? | 0% | 0% | 1% | -17%
O=P(Oc1ccc(Cl)cc1)(N1CC1)N1CC1 | -3 | 13% | 44%[activator] | / | / | /
Cc1ccccc1C(=O)NCCNC(=O)c1ccccn1 | -40 | 15% | 36%[activator] | -1% | -2% | -16%
CCOC(=O)C1CCN(c2nc3c(S(=O)(=O)c4ccccc4)nnn3c3ccc(Cl)cc23)CC1 | 8 | / | / | / | 5% | 4%
COc1ccc(-c2nc(C#N)c(N3CCC(C(N)=O)CC3)o2)cc1 | -12 | 2% | 7% | -3% | 2% | -1%
Cc1ccc(CC(=O)Nc2ccc(S(=O)(=O)N3CCOCC3)cc2)cc1C | -5 | ? | 0% | / | -18% | -4%

Continuation:
SMILES | HCMV antiviral | HCV inhibitor | AMA1 RON2 block | FBPA Giardia inh | Sm TGR block | AmpC detergent
N#Cc1ccccc1Sc1ccccc1C(=O)OCc1nnc(-c2ccccc2)o1 | 3 | -13% | 1% | 5% | 9% | 2%
Cc1ccc(CNC(=O)Cn2cc(C(F)(F)F)ccc2=O)cc1 | 30 | -8% | 5% | 2% | 1% | 4%
CC(C)c1ccc(/C=C/C(=O)Nc2nncs2)cc1 | ? | ? | 73%[activator] | 1% | -8% | -12%
Cc1ccc2oc(C(=O)Nc3c(C(=O)Nc4ccccc4)oc4ccccc34)cc(=O)c2c1 | 10 | / | / | / | 5% | 23%
O=[N+]([O-])c1ccc(/C=N/NC(=S)Nc2ccccc2F)o1 | -14 | 24% | 19% | -8% | ? | -8%
Nc1ccc[n+](Cc2ccccn2)c1 | 5 | 6% | 1% | -15% | 0% | 2%
O=C(COC(=O)/C=C/c1ccccc1)NCC1CCCO1 (configuration not stated) | 17 | 0% | 17% | 3% | 0% | -1%
CCOC(=O)C1CCCN(C2=NC(=O)/C(=C/c3ccc(OC)cc3OC)S2)C1 (configuration not stated) | -8 | ? | -2% | 3% | 4% | -1%
CN(C(=O)CCS(=O)(=O)c1ccc2c(c1)oc(=O)n2C)C1CCCCC1 | -13 | 15% | 6% | / | -32% | -6%
O=C(Cn1cc(SCc2ccc(C(F)(F)F)cc2)c2ccccc21)N1CCCCC1 | -21 | / | / | / | 4% | -1%
Nc1nn(-c2ccccc2)nc1C(=O)OCc1ccc(Cl)cc1 | -1 | / | / | / | 3% | 4%
COc1ccc(-n2ccn(CC(=O)NCc3ccc(C)cc3)c(=O)c2=O)cc1OC | ? | / | / | / | -2% | 19%
COc1ccc(-c2cn(Cc3ccc([N+](=O)[O-])cc3)nn2)cc1 | 80 | -1% | 1% | -8% | -3% | -11%
O=C(Nc1ccc(OCC(=O)N2CCOCC2)cc1)c1cncc(Br)c1 | ? | 20% | -21% | 2% | 5% | 9%
CCOc1cc(N2CCOCC2)c(OCC)cc1NC(=O)C1=NN(c2cccc(C)c2)C(=O)CC1 | -25 | -29% | ? | -28% | -3% | -2%
O=c1[nH]c(Nc2ccc3c(c2)OCCO3)nnc1Cc1ccccc1 | -73* | -2% | -10% | 3% | -5% | ?
COc1ccc(N2CC(C(=O)Nc3c4c(nn3-c3ccc(OC)cc3)CS(=O)(=O)C4)CC2=O)cc1 (configuration not stated) | -3 | 22% | 32%[activator] | 5% | ? | 4%
Cc1nnc(N2CCCC(C(=O)NCc3ccccc3F)C2)c2nn(-c3ccc(Cl)cc3)c(C)c12 (configuration not stated) | 2 | / | / | / | 0% | -1%
CC(=O)C1=C(O)C(=O)N(c2ccc(Br)cn2)C1c1ccc(F)cc1 (configuration not stated) | 15 | 15% | -1% | -8% | / | 1%
COc1ccc(CCNC(=O)C2CCN(C(=O)c3ccccc3C)CC2)cc1 | -5 | 4% | -5% | 5% | 7% | -2%
Cc1ccc(C)c(NC(=O)C2CC=CCC2C(=O)O)c1 (configuration not stated) | -19 | -6% | 8% | 0% | -3% | ?
Cc1c(C(=O)N2CCOCC2)oc2c1-c1nn(CC(=O)NCc3ccccc3)cc1CC2 | -2 | / | / | / | 0% | -4%
CCOc1ccc(N=Nc2c(=O)[nH]n3c(=O)cc(C)[nH]c23)cc1 | 48 | ? | -1% | -14% | 0% | ?
COc1ccc(OC)c(NC(=O)CSc2nc3scc(C)c3c(=O)[nH]2)c1 | 191 | 3% | -3% | -26% | -9% | 3%
CCn1c(=O)cc(OCC(=O)N(C)c2ccc(OC)cc2)c2ccccc21 | -72* | / | / | / | -3% | 10%

Filtered by structure, the entries above containing a thiophene ring, fused or not
SMILES | HCMV antiviral | HCV inhibitor | AMA1 RON2 block | FBPA Giardia inh | Sm TGR block | AmpC detergent
CCOC(=O)c1sc(NC(=O)c2cccc(S(=O)(=O)N(CC)CC)c2)cc1C | 27 | ? | -7% | 1% | 3% | ?
COc1ccc(OC)c(NC(=O)CSc2nc3scc(C)c3c(=O)[nH]2)c1 | 191 | 3% | -3% | -26% | -9% | 3%

Entries of single compounds as entered above.
Cc1ccc(CC(=O)Nc2ccc(S(=O)(=O)N3CCOCC3)cc2)cc1C as listed: HCMV antiviral = -5; HCV inhibitor = ?; AMA1 RON2 block = 0%; FBPA Giardia inh = /; Sm TGR block = -18%; AmpC detergent = -4%
Cc1nnc(N2CCCC(C(=O)NCc3ccccc3F)C2)c2nn(-c3ccc(Cl)cc3)c(C)c12 (configuration not stated) as listed: HCMV antiviral = 2; HCV inhibitor = /; AMA1 RON2 block = /; FBPA Giardia inh = /; Sm TGR block = 0%; AmpC detergent = -1%
Clc1cccc(N2CCN(c3nnnn3-c3ccccc3)CC2)c1 as listed: HCMV antiviral = ?; HCV inhibitor = -22%; AMA1 RON2 block = 16%; FBPA Giardia inh = 5%; Sm TGR block = 0%; AmpC detergent = 5%

(list continues)
SMILES | HCMV antiviral | HCV inhibitor | AMA1 RON2 block | FBPA Giardia inh | Sm TGR block | AmpC detergent
Cc1ccc(S(=O)(=O)Cn2nnnc2C(CC(C)C)N2CCN(C(=O)c3ccco3)CC2)cc1 (configuration not stated) | 47 | 15% | 4%[11.6 µM] | 5% | -8% | -14%
CCc1ccc(OC(C)c2nc(-c3ccc(-n4cccc4)cc3)no2)cc1 (configuration not stated) | -25 | / | / | / | -5% | -4%
O=C(CN1CCOCC1)Nc1nc2ccc([N+](=O)[O-])cc2s1 | -37 | 22% | 6% | -7% | / | 5%
OCCCNc1nc(-c2ccc(Br)cc2)nnc1-c1ccc(Cl)cc1 | 47 | ? | -8% | 1% | 9% | ?
C=CC[C@H](CC(=O)NCCO)C(=O)NC[C@H](OC(=O)[C@@H](CC=C)Cc1ccc(F)cc1)c1ccccc1 | 11 | -5% | 23% | / | / | /
CCc1ccccc1C1=CC(=O)C[C@H](c2ccc(OC)cc2)C1 | -18 | -20% | 11% | / | / | /
CC(C)(CC(=O)O)CC(=O)Nc1ccc2c(c1)ncn2CCc1ccccc1 | -11 | 18% | -7% | -27% | -11% | -11%
COc1ccc(N(C(=O)c2ccco2)C(C(=O)NC2CCCC2)c2ccc(N(C)C)cc2)cc1OC (configuration not stated) | 7 | 15%&-1% | -3% | -16% | -32% | ?
COc1cccc(/C=c2\s/c(=C/C(=O)c3ccc(C)cc3)[nH]c2=O)c1OC | -6 | ? | -10% | 2% | 0% | -13%

Source: PubChem
